High-throughput results as filed in PubChem.
ALOX12 inh – Primary qHTS assay for inhibitors of human arachidonate 12S-lipoxygenase (ALOX12): Round 2; Polyunsaturated fatty acid lipoxygenase ALOX12 (Homo sapiens), P18054; Potency, µM (highest dose often 108 µM), for inactives: at the top dose activity change, negative = inhibition, most hits filed as inhibitors; purified 12hLO, xylenol orange hydroperoxide absorbance; hit rate 1.1% among 580,000; active = well fitted inhibition curve with a large enough effect; inconclusive = small, poorly fitted or top-dose-only effect, or another doubt; inactive = no such curve, though single readings can be large or run the other way
Target sequence (P18054 whole entry, looked up): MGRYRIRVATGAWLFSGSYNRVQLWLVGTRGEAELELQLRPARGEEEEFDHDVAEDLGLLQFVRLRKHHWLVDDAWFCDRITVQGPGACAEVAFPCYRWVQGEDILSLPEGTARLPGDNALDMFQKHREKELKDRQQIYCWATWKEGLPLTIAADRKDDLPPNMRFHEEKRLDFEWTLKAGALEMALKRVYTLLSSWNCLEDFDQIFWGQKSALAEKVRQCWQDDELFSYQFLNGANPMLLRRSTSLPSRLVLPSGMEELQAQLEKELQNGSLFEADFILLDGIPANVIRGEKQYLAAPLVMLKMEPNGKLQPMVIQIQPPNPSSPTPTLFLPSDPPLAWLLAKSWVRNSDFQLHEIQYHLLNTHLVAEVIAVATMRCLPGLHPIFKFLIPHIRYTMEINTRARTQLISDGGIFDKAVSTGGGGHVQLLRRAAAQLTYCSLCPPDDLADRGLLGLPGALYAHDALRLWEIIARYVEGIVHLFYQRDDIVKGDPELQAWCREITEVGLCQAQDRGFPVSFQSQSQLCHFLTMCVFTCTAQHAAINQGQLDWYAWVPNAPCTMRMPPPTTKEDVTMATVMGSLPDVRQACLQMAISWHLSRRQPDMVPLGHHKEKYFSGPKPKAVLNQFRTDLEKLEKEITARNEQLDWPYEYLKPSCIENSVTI
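Purified human 12hLO at 150 nM in 25 mM Hepes, 0.01% Triton X-100, pH 7.0, preincubated 15 min at room temperature with compound. Reaction started with 40 uM arachidonic acid, 30 min at room temperature. Hydroperoxide measured by Fe-xylenol orange, 573/405 nm absorbance ratio.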
Starred values were filed as active, the others as inactive; ? = inconclusive; & = joins results of further samples; [ ] = remark or other dose. % is set by controls: 0 for no effect and ±100 for the full control effect; potency is the fitted concentration of half-maximal effect. These rows are one share of the data; rates above refer to the full screens.

SMILES	ALOX12 inh
COc1cccc(C(=O)N2CCC(c3n[nH]c(=O)n3Cc3ccc(C)cc3)CC2)c1	?
COc1cccc(Nc2ccc3c(n2)C(C)(C(=O)NC(C)C)CN(C)C3)c1 (configuration not stated)	8%[176 µM]
O=C(CC[C@@H]1CNC(=O)[C@@H]2C[C@H](NC(=O)Nc3ccc(F)cc3F)CN12)NCc1ccccc1	?
Cc1cc2ncc(C(=O)NCCc3ccc(Cl)cc3)cn2n1	9%[176 µM]
CCCC(=O)N1CCC2(CC1)C(=O)N(CC)c1ccccc12	23%
COc1ccc(C(=O)N2C[C@@H]3C[C@H](C2)c2ccc(NC(=O)Nc4cccc(C#N)c4)c(=O)n2C3)cc1	12%
Cc1cnc(C)n1CCN	44%[activator]
CC(C)CN1C[C@@H](NC(=O)c2cccnc2)C[C@H]1CO	7%
Cc1oc(C(O)c2cncnc2)nc1C(=O)Nc1cccc([S+](C)(=O)[O-])c1 (configuration not stated)	9%[176 µM]
COc1ccc(Cl)cc1C(=O)N1CC(=O)N(c2ccccc2C#N)CC1C (configuration not stated)	4%
O=C1COc2ccc(OCc3ccc(F)cc3)nc2CN1CCOc1ccccc1	?
CN(Cc1ccccc1)Cc1cn([C@H]2CO[C@H]3[C@@H]2OC[C@@H]3NCc2ccco2)nn1	?
CC(NC(=O)COc1ccc(NC(=O)C2CC2)cn1)c1cccs1 (configuration not stated)	15%
COc1cc(NC(=O)Cn2nc3c(cc2=O)CN(C(C)=O)CC3)cc(OC)c1	16%
CO[C@H]1[C@H](NC(=O)c2cnc3ccccc3c2)c2ccccc2C12CCNCC2	10%
Cc1ccc(C(=O)N2CC(c3nnc(-c4ccncc4)o3)C3(CCOCC3)C2)s1 (configuration not stated)	-7%
COc1ccccc1NC(=O)Cn1c(-c2ccccc2)nc(C)c(CCO)c1=O	-8%
CNC(=O)N1C[C@@H](CN(C)C)[C@H](NC(=O)c2ccsc2)C1	27%
O=C(NCC(F)F)c1cc(Br)cn2ccnc12	-2%&-7%[176 µM]
COc1cccc(-c2nc3cc(SC)ccc3cc2CN(C(=O)c2sccc2C)C2CC2)c1	3%
O=C(c1ccc2ncccc2c1)N1CC(CO)C2(CCNCC2)C1 (configuration not stated)	?
NC(=O)c1cccc(-c2ncc3c(n2)OCCN(CC2CC2)C3=O)c1	-16%[176 µM]
COc1ccc(-c2cc(C[C@H]3CNCC[C@H]3CC(=O)N3CCC(n4c(=O)[nH]c5ccccc54)CC3)no2)cc1	?
COCc1ncc(C)n1CCNC(=O)c1ccoc1	35%

Compounds shown so far containing a Cl atom, in the order listed:
SMILES	ALOX12 inh
Cc1cc2ncc(C(=O)NCCc3ccc(Cl)cc3)cn2n1	9%[176 µM]
COc1ccc(Cl)cc1C(=O)N1CC(=O)N(c2ccccc2C#N)CC1C (configuration not stated)	4%

Further compounds
SMILES	ALOX12 inh
Cc1cc2c(nc1C)CCCN2S(=O)(=O)c1ccccc1	1%
O=C1NCCCCCCN(C(=O)CC2CCCCC2)[C@H]2CCCC[C@@H]12	-3%
CC(C)NC(=O)c1cn([C@H]2CC[C@@H](NC(=O)/C=C/c3cccs3)CC2)nn1	-27%
CC(C)(C)C1CCC2(CC1)NC(=O)N(CC(=O)Nc1ccccc1C(F)(F)F)C2=O (configuration not stated)	-1%
CC(C)C[C@H]1COc2c(Cl)cccc2S(=O)(=O)N1Cc1ccc(F)cc1F	0%
CCC(CC)C(Nc1ccccc1C(C)=O)C(=O)NC1CCCCC1 (configuration not stated)	-13%
O=C(c1c(F)cccc1F)N1CCC(OC2CCN(Cc3ccccc3)CC2)CC1	13%
Cc1noc([C@@H]2CN(Cc3ccc(F)c(Cl)c3)C[C@H]2CO)n1	19%
O=S(=O)(Cc1ccccc1)N1CCC(Cc2nncn2-c2ccccc2)CC1	28%
O=C(c1cnccn1)N1CCCC(c2ccccc2)(c2ccccc2)C1	23%
CCOc1ccccc1C(=O)N1CCCN(c2cc(-c3ccc(Cl)cc3)[nH]n2)CC1	6%
COc1ccc(C2Cn3nnc(-c4noc(-c5ccc(OC)cc5C)n4)c3CO2)cc1 (configuration not stated)	13%

Next part; it opens with the 6 that closed the last part.
SMILES	ALOX12 inh
O=C(c1c(F)cccc1F)N1CCC(OC2CCN(Cc3ccccc3)CC2)CC1	13%
Cc1noc([C@@H]2CN(Cc3ccc(F)c(Cl)c3)C[C@H]2CO)n1	19%
O=S(=O)(Cc1ccccc1)N1CCC(Cc2nncn2-c2ccccc2)CC1	28%
O=C(c1cnccn1)N1CCCC(c2ccccc2)(c2ccccc2)C1	23%
CCOc1ccccc1C(=O)N1CCCN(c2cc(-c3ccc(Cl)cc3)[nH]n2)CC1	6%
COc1ccc(C2Cn3nnc(-c4noc(-c5ccc(OC)cc5C)n4)c3CO2)cc1 (configuration not stated)	13%
CC1CCN(C(=O)c2cc(CN3CCC(Cc4ccccc4)CC3)on2)CC1	-27%
O=C([C@@H]1C[C@H](Oc2ccccc2)CN1C(=O)NC1CCCCC1)N1CCCC1	4%
Cc1ccc(OCC(=O)N2CCC3(CC2)CCC(O)(CN(C)C)CC3)cc1	46%[activator]
CS(=O)(=O)N1CCOc2ccc(CCC(=O)N3CCC(C(N)=O)CC3)cc2C1	48%[activator]
NC(=O)c1ccc(-c2nccc(N3CCC(O)CC3)n2)cc1Cl	?
COc1nc(C)c(C(=O)N2CCC(c3[nH]ncc3-c3ccccc3)CC2)s1	47%[activator]
O=C1NCCCCCN(C(=O)CN2CCCCCC2)[C@H]2CCC[C@@H]12	15%
O=C(NCc1c[nH]c2ncccc12)c1ccccc1F	47%[activator][176 µM]
Cc1ccc(NC(=O)N2c3ccccc3CC2c2nc(C3CC3)no2)c(C)c1 (configuration not stated)	12%
CCn1ccnc1CN1CCCC(C(=O)Nc2ccccc2-c2ccc(OC)cc2)C1 (configuration not stated)	100%[activator]
CCN(CC)c1cc(CCC(=O)NCCCN2CCOCC2)ccn1	2%
CCn1nccc1C(=O)N1CCC(O)(c2ccccc2)[C@H](N(C)C)C1 (some centres not stated)	49%[activator]
C=CCCC(CN1CCCOCC1)Oc1ncc(C)c(N(C)C)n1 (configuration not stated)	?
CNC(=O)[C@@H](c1ccccc1)N1CCC[C@H]1C(=O)NC1CCOCC1	20%[176 µM]
COc1cccc(CN2C(=O)OC3(CCN(C(=O)Cc4cccc(F)c4)CC3)C2(C)c2cccnc2)c1 (configuration not stated)	13%
Cc1ccc(C2=NC3(CCN(C(=O)c4c[nH]c5ccccc45)CC3)ON2)cc1	1%
COC(=O)c1cc2c(c3c4cc(OC)ccc4n(S(=O)(=O)c4ccc(F)cc4)c13)C(=O)N(C)C2	?
COc1cccc(CC(=O)N2CCC(Cn3c(C)cnc3C3CCC3)CC2)c1	58%[activator]
CC(C)c1noc([C@@H]2C[C@H]3C(=O)NCCCCCCN(C(=O)c4ccco4)[C@H]3C2)n1	-5%
COCCn1c(=O)n([C@H]2CCCN(C(=O)c3cc(C)nn3C)C2)c2ncccc21	9%
O=C(c1ccc2nccnc2c1)N1CCn2nc(Cc3ccccc3)cc2C1	54%[activator]
CCN1c2cc(C(=O)Nc3ccc(C)cc3)ccc2C(=O)N2CCCCC21 (configuration not stated)	-7%
COc1ccc(-c2cc(C(=O)N3CCOCC3)c3c(C4CCCN4)nn(C)c3n2)cc1 (configuration not stated)	-1%[6.33 µM]
CSc1ccc(-c2nc(CN3CCOC(CCO)C3)c(C)o2)cc1 (configuration not stated)	22%

Of the compounds above, 2 contain a cyano group:
SMILES	ALOX12 inh
COc1ccc(C(=O)N2C[C@@H]3C[C@H](C2)c2ccc(NC(=O)Nc4cccc(C#N)c4)c(=O)n2C3)cc1	12%
COc1ccc(Cl)cc1C(=O)N1CC(=O)N(c2ccccc2C#N)CC1C (configuration not stated)	4%

Quoted from the listing:
Reading for CC(C)c1noc([C@@H]2C[C@H]3C(=O)NCCCCCCN(C(=O)c4ccco4)[C@H]3C2)n1 in ALOX12 inh: -5%
Reading for CNC(=O)[C@@H](c1ccccc1)N1CCC[C@H]1C(=O)NC1CCOCC1 in ALOX12 inh: 20%[176 µM]
Reading for O=C(c1ccc2nccnc2c1)N1CCn2nc(Cc3ccccc3)cc2C1 in ALOX12 inh: 54%[activator]
Reading for COc1cccc(CN2C(=O)OC3(CCN(C(=O)Cc4cccc(F)c4)CC3)C2(C)c2cccnc2)c1 (configuration not stated) in ALOX12 inh: 13%
Reading for CCN1c2cc(C(=O)Nc3ccc(C)cc3)ccc2C(=O)N2CCCCC21 (configuration not stated) in ALOX12 inh: -7%

Later entries
SMILES	ALOX12 inh
Cc1ccc(CN2CCc3nc(N4CCOCC4)[nH]c(=O)c3CC2)s1	?
Cc1nc2ccc(Cc3nc(-c4cccnn4)no3)cc2[nH]1	46%[activator]
O=C(C1CC1)N1CCC2(CC1)CCN(Cc1cccs1)c1ccccc1O2	?
CN(CCc1ccccn1)[C@@H]1[C@H](O)[C@H](CO)O[C@@H]1CNC(=O)c1ccc(C(F)(F)F)cc1	-9%
Cc1ccc(-c2cccc(C=O)c2)c(C)c1	12%[12.5 µM]
O=C1c2cnc(-c3cccc(C(F)(F)F)c3)nc2OCCN1CC1CC1	20%[176 µM]
CCCOc1nccnc1NC1CCN(S(=O)(=O)CC)CC1	18%
Cc1ccsc1C(=O)N1CCC(O)(c2ccccc2)[C@H](N(C)C)C1 (some centres not stated)	9%
CO[C@H]1C(=O)N(C(C)C)[C@H]1C1CCN(Cc2cccc(F)c2)CC1	32%[activator]
CC(C)N1C(=O)C2(CCCC2)C1C(=O)NCC1CCCCC1 (configuration not stated)	32%
COC(=O)c1ccc2c(c1)nc1n2[C@@H](CNCc2ccc3c(c2)OCO3)COC1	?
COc1ccc(C(=O)N2CCCCCCNC(=O)CC2)c(OC)n1	12%
CC1CCC2(CC1)NC(=O)N(CC(=O)Nc1ccccc1F)C2=O (configuration not stated)	-4%
CN(Cc1cccn1C)CC1CC1	10%[176 µM]
COCC(=O)N1CCC(C(=O)NC(C)c2ccc3c(c2)OCCCO3)CC1 (configuration not stated)	34%
COc1ccc(CN2CCC3(CC2)c2ccccc2[C@@H](NC(=O)c2ccccc2OC)[C@@H]3O)cc1O	16%
CN(C)c1cccc(Nc2cc3c(cn2)cc(-c2cnn(C)c2)n3C)c1	?
O=C(c1cccs1)N1CCC2(CC1)CN(C1CCC1)CC2CO (configuration not stated)	51%[activator]
CC(=O)N1CCCC1C(=O)Nc1ccc(-c2nc3ccccc3o2)cc1 (configuration not stated)	26%
COc1ccc(C(=O)N[C@@H]2CN(Cc3ccncc3)C[C@H]2CN(C)C)cc1F	69%[activator]
CCOCc1nc(C2CCCN(C(=O)c3ccnn3CC)C2)no1 (configuration not stated)	32%[activator]
CCN(C(=O)Cn1ccn2nc(-c3ccccc3)c(CO)c2c1=O)c1ccccc1	71%[activator]
Cc1nsc(NC(=O)N2CCC(CO)CC2)n1	-6%
CC(C)(N)C(=O)NCc1nc(-c2cccc(F)c2)c(-c2ccccn2)[nH]1	110%[activator]
Cc1cccc(NC(=O)N2CCC3(CC2)CC(N(C2CC2)S(C)(=O)=O)CCO3)c1 (configuration not stated)	25%
O=C1N(c2ccccc2)c2ccccc2C12CCN([S+](=O)([O-])c1cccc(C(F)(F)F)c1)C2 (configuration not stated)	0%[6.33 µM]
O=c1c2c(CO)c(-c3ccccc3)nn2ccn1Cc1cc(=O)n2ccccc2n1	48%[activator]
c1ccc(CNc2cc3c(cn2)CN(Cc2cccnc2)CCN3)cc1	31%[activator][176 µM]
COc1ccccc1CCC(=O)N1CCC2(CC1)N(C)C(=O)CS2(=O)=O	3%
COc1cc(C)ccc1C(C)C	-6%[176 µM]
COc1cccc(C2Cn3nnc(-c4nc(-c5ccccc5OC)no4)c3CO2)c1 (configuration not stated)	28%
CCN1CCC2(CCC1=O)CN(Cc1cccc3cccnc13)CCN2C (configuration not stated)	-6%
O=C(N[C@H]1CCN2C(=O)c3cc(-c4cccc(C(F)(F)F)c4)ccc3NC(=O)[C@H]12)c1cnccn1	0%
O=C(CC[C@H]1NC(=O)c2ccccc2NC1=O)NC1CCS(=O)(=O)C1 (some centres not stated)	53%[activator]
Cc1noc(C)c1-c1cc(-c2ccccc2C(F)(F)F)cn2cncc12	7%[176 µM]
CC(C)c1nc(-c2ccc(OC3CCN(C(=O)c4cc(F)ccc4F)C3)cc2)no1 (configuration not stated)	9%
O=C1NCc2ccccc2CC12CCCN2Cc1ccc2ccccc2n1 (configuration not stated)	0%[6.33 µM]
O=C1CC(c2nc(-c3ccc4nc[nH]c4c3)no2)CN1C1CC1 (configuration not stated)	38%
COc1ccc(NC(=O)N2C[C@@H]3C[C@H](C2)c2ccc(NS(=O)(=O)c4cccc(F)c4)c(=O)n2C3)cc1	-21%
O=C(Cc1c[nH]c2ccccc12)N1CCC2(CC1)CC(OCC1CC1)CCO2 (configuration not stated)	-2%
O=C(c1cc(F)cc(F)c1)N1CC2CC(C1)[C@H]1CCCC(=O)N1C2 (some centres not stated)	?
O=C(c1cccs1)N1CCCC(Cc2noc(-c3cccnc3)n2)C1 (configuration not stated)	29%
CN(CC1CCOC1)S(=O)(=O)c1ccccc1F (configuration not stated)	-2%
O=C1NC(=NC2CCCC2)C2(CCN(Cc3ccc(F)cc3)C2)N1c1cc(F)cc(F)c1 (configuration not stated)	12%[6.33 µM]
O=C(CCC[C@H]1NC[C@@H]2C[C@H]1CN(Cc1ccccc1)C2)Nc1ccc(F)cc1F	-7%
Cc1nc(C)c(C(=O)NC2CCc3nn(CC4CC4)c(=O)n3CC2)s1 (configuration not stated)	35%[activator]
OCCC#Cc1ccc(F)c(-c2noc3ccccc23)c1	-11%
O=C(NCCc1ccc(Cl)cc1)c1nc(-c2ccc(F)cc2)c2ccccn12	53%[activator]
O=C(c1ccoc1)N1CCC(Oc2ncccc2C(=O)N2CCOCC2)C1 (configuration not stated)	35%[activator]
COC(=O)[C@@H]1CCCN1Cc1ccc2c(c1)CN(Cc1nccs1)CCO2	10%
